PP5 inh = blocks human protein phosphatase 5 activity. P53041. purified PP5c, OMFP substrate fluorescence. inhibition, % at 6.7 µM. 0.18% of 320,000 active. AID 1987;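 active means inhibition above the campaign's mean inhibition across all tested compounds plus 3 SD, cut at about 9.5% in these data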;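 further: 0% = DMSO only and 100% = 100 µM cantharidin control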
Target sequence (P53041 whole entry, looked up): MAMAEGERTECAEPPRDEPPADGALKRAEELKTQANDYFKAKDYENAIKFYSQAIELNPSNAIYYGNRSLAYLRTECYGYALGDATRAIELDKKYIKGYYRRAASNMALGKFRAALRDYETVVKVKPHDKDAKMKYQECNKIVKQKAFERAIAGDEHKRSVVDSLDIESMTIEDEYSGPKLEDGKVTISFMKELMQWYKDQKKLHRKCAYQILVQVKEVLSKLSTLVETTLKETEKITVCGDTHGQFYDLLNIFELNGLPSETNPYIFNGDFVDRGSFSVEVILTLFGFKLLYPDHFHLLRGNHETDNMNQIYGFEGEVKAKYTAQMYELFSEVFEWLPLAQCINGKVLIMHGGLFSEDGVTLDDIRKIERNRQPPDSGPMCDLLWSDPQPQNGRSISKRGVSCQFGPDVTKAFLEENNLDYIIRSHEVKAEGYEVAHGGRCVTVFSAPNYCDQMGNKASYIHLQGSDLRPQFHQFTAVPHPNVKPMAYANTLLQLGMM
procasp3 activ = activates human procaspase-3 | activation, % at 8.5 µM | recombinant procaspase-3 D3A, Ac-DEVD-pNA absorbance 405 nm | 0.11% of 330,000 active | AID 463141;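 active means activation above the mean of all tested compounds plus 3 SD, cut at about 21% in these data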;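 further: 0% = DMSO alone and 100% = DMSO wells spiked with extra 5 µM PC-3 D3A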
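Test system: Procaspase-3 D3A mutant, all three cleavage aspartates alanine | Dosing: Single dose, 8.5 µM nominal compound, 0.8% DMSO | Schedule: 1 h preincubation, 2 h reaction | Technique: 405 nm absorbance of p-nitroaniline, reads at 0 and 120 min | Repeats: One well per compound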
procasp7 counter = counter-screen for procaspase-3 activators: activators of human procaspase-7; P55210; recombinant procaspase-7, Ac-DEVD-pNA absorbance 405 nm; D23A/D198A/D206A triple mutant, cannot self-cleave; scale: DMSO 0, 5 µM enzyme 100; activation, % at 8.5 µM; 0.093% of 330,000 active;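 active means percent activation above the screen-wide mean plus 3 SD, cut at about 25% in these data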
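signal = Epi-absorbance of released pNA at 405 nm, two timepoints | assay system = Uncleavable procaspase-7 mutant enzyme | reagent = Ac-DEVD-pNA substrate, 400 µM as added | times = 1 h enzyme–compound preincubation and 2 h substrate reaction, both 25 °C | benchmarks = low DMSO alone, high DMSO plus 5 µM PC-7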
AHR activator = human AHR activation; P35869; AHR-responsive luciferase reporter cells, luminescence; 2.5% of 320,000 active; activation, % at 5 µM; in the data active means activation above about 47%;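 further: 0% = vehicle wells and 100% = reference agonist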
TPT1 inh = inhibitors of Candida albicans tRNA 2'-phosphotransferase TPT1; recombinant caTPT1, FP RNA substrate dephosphorylation; inhibition, % at 5 µM; AID 1962; 0.81% of 300,000 active;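 active means inhibition above the mean of all tested compounds plus 3 SD, set per screening campaign, cut at about 24% in these data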;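 further: plate controls were DMSO alone for no effect and ferristatin control at 100 nM for full effect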
HCV core dimer = blocks dimerization of HCV core protein | inhibition, % at 5 µM | 0.33% of 300,000 active | TR-FRET GST/Flag-core106 dimerization, 1536-well;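 active means inhibition above the mean of all tested compounds plus 3 SD, set per screening campaign, cut at about 45% in these data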
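System: GST-tagged and Flag-tagged HCV core protein residues 1-106 / Input: core106 proteins, GST 13.5 nM and Flag 17 nM / Buffer or medium: KF-containing HEPES buffer, pH 7.45, DTT, CHAPS, BSA / Probe or stimulus: Eu-anti-GST and XL665-anti-Flag labelled anti-tag antibodies / Schedule: 4 h, 22.5 °C incubation / Technique: TR-FRET 671 and 617 nm emission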
PAFAH2 FP inh = inhibitors of human PAFAH2 | AID 492956 | recombinant PAFAH2, FP-rhodamine activity probe, fluorescence polarization | inhibition, % at 3.39 µM | 0.99% of 340,000 active;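 active means inhibition above the mean over all tested compounds plus 3 SD, cut at about 30% in these data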;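 further: inhibitors block probe labeling of enzyme so polarization drops; 0% = enzyme with DMSO and 100% = wells lacking PAFAH2 protein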
PP1 inh = PP1-alpha (human) inhibition in PP5 counter-screen. purified PP1alpha, OMFP fluorescence. inhibition, % at 6.7 µM. 0.9% of 320,000 active;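 active means inhibition above the mean inhibition of all tested compounds plus 3 SD, computed separately for each screening campaign, cut at about 15% in these data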
Target sequence (P62136 whole entry, looked up): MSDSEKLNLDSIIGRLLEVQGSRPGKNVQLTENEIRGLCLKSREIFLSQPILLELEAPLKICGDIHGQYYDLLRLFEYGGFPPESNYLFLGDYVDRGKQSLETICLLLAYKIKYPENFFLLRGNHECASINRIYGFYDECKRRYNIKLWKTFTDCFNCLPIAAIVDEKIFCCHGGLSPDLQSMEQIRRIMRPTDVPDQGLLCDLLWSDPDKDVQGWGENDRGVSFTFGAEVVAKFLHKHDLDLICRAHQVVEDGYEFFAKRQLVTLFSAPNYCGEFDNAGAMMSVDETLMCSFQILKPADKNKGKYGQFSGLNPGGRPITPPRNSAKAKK
Fh CTSL1 inh = cathepsin L1 inhibition, PFM18AAP counter-screen. AID 1906. recombinant F. hepatica cathepsin L1, Z-Leu-Arg-MCA fluorescence. 0.49% of 300,000 active. inhibition, % at 5.96 µM;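 active means inhibition above the mean of all tested compounds plus 3 SD, set per screening campaign, cut at about 17% in these data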;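 further: 0% = plate median of test compound wells and 100% = 1 µM Z-Phe-Ala-diazomethylketone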
Active calls of the source: *; nt = no result given.

SMILES	PP5 inh	procasp3 activ	procasp7 counter	AHR activator	TPT1 inh	HCV core dimer	PAFAH2 FP inh	PP1 inh	Fh CTSL1 inh
CC(=O)Nc1ccc(S(=O)(=O)CCC#N)cc1	1.8	2	12	19	-3	-6	-1	1	-2
CCn1c(CC(=O)Nc2ccc(C)cc2)nnc1SCC(=O)N1CCOCC1	1.0	11	10	1	-6	-27	0	26*	1
Clc1ccc(-c2ccnc(-n3cccc3)n2)s1	-1.8	4	2	53*	-1	-13	-6	-3	3
Clc1nc2nc3n(c2nc1Cl)CCC3	-1.2	5	16	1	1	-4	-3	-1	-1
Cc1ccc(NS(=O)(=O)c2cccc(C(=O)N(C)Cc3cccs3)c2)cc1	1.7	-8	4	2	0	-1	6	-3	2
CCOC(=O)/C(=C/c1ccc(Cl)cc1)NC(=O)c1ccco1	3.4	-3	-18	0	-6	-9	-2	0	2
Fc1ccc(NC(=S)Nc2cccnc2)c(F)c1F	-2.5	-9	-6	7	3	4	1	-3	2
O=S(=O)(NC1=NCCCCC1)c1cccs1	2.1	2	-6	5	0	-5	-2	-1	-1
CC(Sc1ccc(S(=O)(=O)N2CCN(C)CC2)cn1)C(=O)NC1CCCCC1 (stereo not given)	1.5	1	-2	2	nt	nt	-1	-2	nt
Fc1ccc(C2=Nn3c(Cc4ccccc4F)nnc3SC2)cc1	1.6	7	3	1	1	-8	-3	1	9

Taken from above.
Cc1ccc(NS(=O)(=O)c2cccc(C(=O)N(C)Cc3cccs3)c2)cc1 in PAFAH2 FP inh has 6
CC(=O)Nc1ccc(S(=O)(=O)CCC#N)cc1 in PP5 inh has 1.8
CCn1c(CC(=O)Nc2ccc(C)cc2)nnc1SCC(=O)N1CCOCC1 in PP5 inh has 1.0

Next records:
SMILES	PP5 inh	procasp3 activ	procasp7 counter	AHR activator	TPT1 inh	HCV core dimer	PAFAH2 FP inh	PP1 inh	Fh CTSL1 inh
Cc1ccc(CN(C)C(=O)COC(=O)CSc2ccc([N+](=O)[O-])cc2)cc1	0.6	8	-5	-3	-2	-1	6	-2	-3
C=CCn1c(C)cc(C2=NNC(=NC(C)(C)C)SC2)c1C	1.4	1	4	10	1	-2	1	11	0
CCc1ccccc1NC(=O)CCC(=O)c1cccs1	1.7	3	4	0	2	25	1	0	-6
O=C(COC(=O)c1cc(Br)ccc1O)NNC(=O)c1cccs1	-2.0	5	8	0	nt	nt	5	0	nt
CC1(C)NC(=O)N(CC(O)COc2ccc(N3C(=O)c4ccccc4C3=O)cc2)C1=O (stereo not given)	0.6	5	2	1	-2	-3	-7	-6	-4
COc1cc(C(=S)N2CCN(c3cccc(Cl)c3)CC2)ccc1O	0.3	-18	-17	2	-3	4	1	3	-2
CC(OC(=O)c1ccc(NC(=O)CC#N)cc1)C(=O)NC(c1ccccc1)c1ccccc1 (stereo not given)	nt	5	0	2	nt	nt	-26	nt	nt
CC1(C)C[C@H]2C3=CCC4[C@@]5(C)CC[C@H](O)[C@](C)(CO)C5CC[C@@]4(C)[C@]3(C)C[C@@H](O)[C@@]2(CO)[C@@H](O)[C@@H]1O (stereo not given in full)	nt	-1	4	1	nt	nt	6	nt	nt
Cc1ccnc(SCc2cc(=O)c(OC(=O)c3ccc(Cl)c([N+](=O)[O-])c3)co2)n1	2.0	-2	-3	-2	0	0	-1	1	-4
Cc1ccccc1NC(=O)c1cccc(S(=O)(=O)N2CCCCC2)c1	2.8	9	1	1	-1	10	2	-5	-5

Reprinted from the part before: 4 entries, followed by the next part.
SMILES	PP5 inh	procasp3 activ	procasp7 counter	AHR activator	TPT1 inh	HCV core dimer	PAFAH2 FP inh	PP1 inh	Fh CTSL1 inh
CC(OC(=O)c1ccc(NC(=O)CC#N)cc1)C(=O)NC(c1ccccc1)c1ccccc1 (stereo not given)	nt	5	0	2	nt	nt	-26	nt	nt
CC1(C)C[C@H]2C3=CCC4[C@@]5(C)CC[C@H](O)[C@](C)(CO)C5CC[C@@]4(C)[C@]3(C)C[C@@H](O)[C@@]2(CO)[C@@H](O)[C@@H]1O (stereo not given in full)	nt	-1	4	1	nt	nt	6	nt	nt
Cc1ccnc(SCc2cc(=O)c(OC(=O)c3ccc(Cl)c([N+](=O)[O-])c3)co2)n1	2.0	-2	-3	-2	0	0	-1	1	-4
Cc1ccccc1NC(=O)c1cccc(S(=O)(=O)N2CCCCC2)c1	2.8	9	1	1	-1	10	2	-5	-5
CCCCc1nnc(NC(=O)C=C(C)C)s1	1.5	2	-3	8	2	0	-3	5	1
CC(=O)c1cccc(NC(=O)c2ccc(S(=O)(=O)N3CCCCC3)cc2)c1	1.2	4	3	2	-6	8	-4	5	1
CCNS(=O)(=O)c1ccc(NC(=O)Nc2ccccc2OC)cc1	1.7	1	-12	12	-1	-1	0	1	0
CN(C)c1ccnc2sc(C(=O)c3ccccc3)c(N)c12	1.5	-22	-8	16	3	-6	8	-1	-1
CCCN(CCC)CCCNC(=O)CS(=O)Cc1nc(-c2ccc(OC)c(OC)c2)oc1C (stereo not given)	1.7	0	-12	-2	-5	-4	-2	-3	4
CC(=O)NC1=NN(C(C)=O)C(C)(CCS(=O)(=O)c2ccc(Cl)c(Cl)c2)S1 (stereo not given)	-1.1	-1	10	-1	-4	-10	-3	7	-10
COc1ccc2[nH]cc(CCNC(=O)Cc3ccc(Cl)cc3)c2c1	-0.3	2	1	1	3	-4	3	-5	-6
O=C(Nc1ccccc1)N1CCN(C(=O)Nc2ccccc2)CC1	0.4	14	-5	0	-5	4	nt	-2	3
Cn1c(SCC(=O)Nc2ccc(N3CCOCC3)cc2)nnc1C(F)(F)F	0.1	1	2	2	nt	nt	0	-2	nt
O=C1NCCn2nc3ccccc3c21	0.5	7	-9	5	-3	3	2	2	-4
CCOC(=O)C1=C(COC(=O)/C=C/c2ccc(OC)c(OC)c2)NC(=O)NC1C (stereo not given)	2.2	5	2	18	1	0	1	-3	-1
CCc1ccc(N2CC(C(=O)Nc3ccc4c(c3)OCCO4)CC2=O)cc1 (stereo not given)	3.5	5	0	0	2	-7	18	3	-4
Cc1nc2nc(-c3cccnc3)[nH]n2c(=O)c1C	1.0	1	1	5	-3	-2	6	-2	4
O=C(O)C1CC=CCC1C(=O)Nc1ccccc1C(=O)N1CCN(c2ccc(F)cc2)CC1 (stereo not given)	-0.7	-4	-9	-1	-9	-10	27	-1	2
COCCOC(=O)C1=C(C)NC2=C(C(=O)CC(C)(C)C2)C1c1ccc(N(C)C)cc1 (stereo not given)	2.3	7	0	3	-1	3	0	-1	0
O=C(O)CC/C(=N\NC(=O)CNC(=O)c1ccc(F)cc1)c1ccccc1	-1.0	0	13	3	2	3	4	-2	-2
Cc1ccc(S(=O)(=O)N2CCN(c3ncnc4scc(-c5ccccc5)c34)CC2)cc1	nt	0	6	0	nt	nt	-9	nt	nt
CCOc1ccccc1N	1.4	-2	-2	2	nt	nt	-4	8	nt
Cc1ccc(OCC(=O)NC2CCCc3ccccc32)c(C)c1 (stereo not given)	1.4	5	-3	4	-5	3	-5	1	0
Cc1c(N2C(=O)c3cccc4cccc(c34)C2=O)c(=O)n(-c2ccccc2)n1C	1.3	-7	3	2	-4	7	-4	-3	5
Cc1nn(-c2ccccc2)nc1C(=O)Nc1ccc2c(c1)OCCO2	1.6	10	5	14	1	-9	1	4	0
Cn1cc(Br)c(-c2cccc(N3C(=O)CC(C)(C)CC3=O)c2)n1	-3.3	-7	0	0	-1	-2	1	2	2
COc1ccc(/C(O)=C2/C(=O)C(=O)N(CCN(C)C)C2c2ccccn2)cc1OC (stereo not given)	2.9	-2	-9	2	-8	-8	-4	2	4
O=C(CCc1nc2sc3c(c2c(=O)[nH]1)CCCC3)N1CCN(c2ccccc2)CC1	-0.7	-11	-1	4	3	20	5	3	3
Cc1cccc(OCC(=O)OC2CCN(C)CC2)c1	1.0	-6	-3	3	-5	-6	1	-2	-1
O=C(NCCCCc1ccccc1)C1CC(c2cccc(F)c2)=NO1 (stereo not given)	3.2	-1	-15	3	-2	-2	-3	0	-3
CCc1ccccc1NC(=O)c1ccc(S(=O)(=O)N2CCCC2)cc1	0.8	7	4	0	-1	-5	17	-1	2
C[C@@H]1CC[C@@]2(OC1)O[C@H]1C[C@H]3[C@@H]4CC=C5C[C@@H](O)[C@H](O)C[C@]5(C)C4CC[C@]3(C)[C@H]1[C@@H]2C (stereo not given in full)	1.0	3	-5	1	-6	-14	-4	0	3
Cc1ccc(S(=O)(=O)n2nc(OC(=O)C3CCCCC3)cc2N)cc1	2.5	-17	-25	0	-3	5	0	-1	-3
C=C(C)C1Cc2c(C)nn(-c3cccc4cccnc34)c2C1 (stereo not given)	0.1	6	2	12	5	6	-7	3	0
Cc1csc2c(NCCCN3CCOCC3)ncnc12	-1.1	-6	0	0	1	4	-2	0	0
Cc1ccc(OCC(=O)Nc2ccc(N3CCCC3)cc2)cc1C	0.5	-6	-3	-1	0	17	16	13	2
Cc1ccc2c(CNCc3ccco3)cc(=O)oc2c1	-2.0	10	5	3	0	6	0	4	-1
CCCN1C2=NCCN2c2cc(C)c(C)cc21	-0.3	-2	-6	13	-3	-6	6	-2	6
Cc1ccc(S(=O)(=O)n2nc(C)c(S(=O)(=O)N3CCCCC3)c2C)cc1	1.3	0	1	-1	-6	-5	0	-3	-2

Some entries already given, reduced to PAFAH2 FP inh, Fh CTSL1 inh and HCV core dimer.
smiles,PAFAH2 FP inh,Fh CTSL1 inh,HCV core dimer
Cc1csc2c(NCCCN3CCOCC3)ncnc12,-2,0,4
Cc1ccc(OCC(=O)Nc2ccc(N3CCCC3)cc2)cc1C,16,2,17

High-throughput results (PubChem)
